High-throughput results (PubChem BioAssay)
TIM10 inh = growth inhibitors of TIM10 yeast strain; S. cerevisiae TIM10 strain growth, BacTiter-Glo luminescence, 24 h; inhibition, % at 10 µM; 330,000 compounds, 1.4% hits; AID 463195;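 active = inhibition of 40% or more at the single tested concentration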;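 also: wild-type TIM10 isogenic control strain grown at permissive 25 °C; 0% = DMSO yeast wells and 100% = minimal medium wells without yeast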
hIAP block = human IAP inhibition. P09923. purified IAP, CDP-Star luminescence, 30 min. inhibition, % at 10 µM. 330,000 compounds, 0.12% hits. AID 2544;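 active = inhibition reaching a set limit with compound at 10 µM in the primary screen, cut at about 35% in these data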;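 also: plate controls were DMSO wells with enzyme for no effect and no-enzyme buffer wells for full effect; values of inactives mirror those of a sister screen read the other way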
mIAP activ = mouse IAP activation; 330,000 compounds, 0.24% hits; muIAP, CDP-Star luminescence, 30 min; stronger effect = higher value; 1 = vehicle-only enzyme signal, 0 = enzyme-free wells; activation factor at 10 µM; AID 2805;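 active = activation factor of at least 2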; also: the source names both 10 and 20 µM as test concentration; values of inactives mirror those of a sister screen read the other way
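Assay system: mouse IAP enzyme; Reagent: CDP-Star chemiluminescent phosphatase substrate; Compound: DMSO-dissolved test compounds; Incubation: 30 min, room temperature; Technique: luminescence from enzymatic CDP-Star hydrolysis; Controls: DMSO-only wells and no-enzyme negative control.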
Apaf1 inhib = inhibitors of human Apaf-1 apoptosome; O14727; reconstituted apoptosome caspase-3 activity, DEVD-Rh110 fluorescence; inhibition, % at 20 µM; 330,000 compounds, 0.71% hits; active = inhibition of at least 40% at 20 µM;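 also: plate controls were DMSO wells for no effect and DEVD-CHO caspase inhibitor wells for full effect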
Target sequence (O14727 whole entry, looked up): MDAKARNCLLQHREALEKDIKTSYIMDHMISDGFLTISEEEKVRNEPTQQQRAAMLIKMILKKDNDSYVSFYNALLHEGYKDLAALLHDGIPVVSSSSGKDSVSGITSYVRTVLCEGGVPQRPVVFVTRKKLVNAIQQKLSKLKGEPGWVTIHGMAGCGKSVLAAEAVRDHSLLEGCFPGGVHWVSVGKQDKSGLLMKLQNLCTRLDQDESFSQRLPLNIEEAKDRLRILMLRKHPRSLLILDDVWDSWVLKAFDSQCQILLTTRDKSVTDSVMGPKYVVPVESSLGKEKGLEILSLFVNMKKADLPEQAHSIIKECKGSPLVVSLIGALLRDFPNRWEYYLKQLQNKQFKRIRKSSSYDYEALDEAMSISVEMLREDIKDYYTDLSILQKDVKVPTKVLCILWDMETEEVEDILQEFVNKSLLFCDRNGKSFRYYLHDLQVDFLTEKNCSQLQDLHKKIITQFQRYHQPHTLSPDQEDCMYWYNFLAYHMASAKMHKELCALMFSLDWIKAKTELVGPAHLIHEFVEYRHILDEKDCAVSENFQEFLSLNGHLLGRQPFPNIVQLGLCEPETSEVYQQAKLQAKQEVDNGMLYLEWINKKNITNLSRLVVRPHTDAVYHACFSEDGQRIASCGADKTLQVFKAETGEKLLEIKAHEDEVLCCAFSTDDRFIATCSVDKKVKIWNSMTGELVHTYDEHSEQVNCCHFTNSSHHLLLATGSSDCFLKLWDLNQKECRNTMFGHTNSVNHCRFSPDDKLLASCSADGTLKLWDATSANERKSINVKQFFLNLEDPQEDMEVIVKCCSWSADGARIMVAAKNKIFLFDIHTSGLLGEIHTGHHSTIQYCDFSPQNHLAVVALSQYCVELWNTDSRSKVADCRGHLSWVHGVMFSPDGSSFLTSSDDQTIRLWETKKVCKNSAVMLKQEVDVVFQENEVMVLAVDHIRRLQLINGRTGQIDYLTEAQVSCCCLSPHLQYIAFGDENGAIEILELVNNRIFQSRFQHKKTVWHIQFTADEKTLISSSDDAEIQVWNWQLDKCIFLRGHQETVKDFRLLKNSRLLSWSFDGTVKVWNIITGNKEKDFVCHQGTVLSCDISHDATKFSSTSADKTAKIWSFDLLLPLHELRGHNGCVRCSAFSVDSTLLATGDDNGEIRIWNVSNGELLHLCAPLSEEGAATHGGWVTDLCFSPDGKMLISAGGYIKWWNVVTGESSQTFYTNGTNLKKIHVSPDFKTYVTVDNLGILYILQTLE
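Material: cell-free apoptosome with Apaf-1, procaspase-3 and caspase-9; Buffer or medium: Hepes pH 7.5 with detergent and BSA; Reagent: cytochrome c trigger plus (Z-DEVD)2-Rh110 caspase-3 substrate; Times: compound with Apaf-1, dATP, procaspase-3 30 min, then 50 min reaction, room temperature; Technique: Rh110 fluorescence intensity.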
NLRP3 yeast inh = inhibitors of NALP3 inflammasome in yeast; Yeast reconstituted NLRP3/ASC/caspase-1, beta-gal luminescence, 24 h; inhibition, % at 10 µM; 330,000 compounds, 0.39% hits; AID 2825;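 active = inhibition of 50% or more; inactive = inhibition below 50%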;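 also: plate controls were induced DMSO wells for no effect and uninduced yeast grown without galactose for full effect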
hIAP activ = increases human intestinal alkaline phosphatase activity; P09923; AID 2524; activation factor at 10 µM; purified human IAP, CDP-Star luminescence, 30 min; stronger effect = higher value; 1 = vehicle-only enzyme, 0 = enzyme-free background; 330,000 compounds, 0.16% hits;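 active = activation factor of the enzyme at least 2-fold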; also: the source names both 10 and 20 µM as test concentration; values of inactives mirror those of a sister screen read the other way
tim10-1 inh = inhibits growth of tim10-1 mutant yeast. S. cerevisiae tim10-1 ts strain growth, BacTiter-Glo, 24 h. inhibition, % at 20 µM. 330,000 compounds, 2.2% hits;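 active = inhibition of at least 40%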;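 also: mutant grown at 25 °C; 0% = DMSO wells with yeast and 100% = wells holding no yeast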
mIAP block = blocks mouse intestinal alkaline phosphatase; purified mouse IAP, CDP-Star luminescence, 30 min; inhibition, % at 10 µM; 330,000 compounds, 0.2% hits; AID 2806;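 active = inhibition of at least 40% at 10 µM in the primary screen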;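 also: plate controls were DMSO with enzyme for no effect and no enzyme wells for full effect; values of inactives mirror those of a sister screen read the other way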
ATG4B inh = inhibitors of human ATG4B cysteine protease | Q9Y4P1 | AID 504462 | inhibition, % at 8.33 µM | 340,000 compounds, 0.51% hits | ATG4B cleavage of LC3-PLA2, NBD-HPC fluorescence, 1 h; in the data active = inhibition above about 40%
* hit, by the source's call; . = not tested or not shown.

SMILES	TIM10 inh	hIAP block	mIAP activ	Apaf1 inhib	NLRP3 yeast inh	hIAP activ	tim10-1 inh	mIAP block	ATG4B inh
COC(=O)CN1C(=O)[C@H]2[C@@H](c3ccc(C)o3)N3C(=O)CN(Cc4ccccc4)C(=O)[C@@]3(Cc3ccccc3)[C@H]2C1=O	8	7	1	-3	2	0.93	-11	-2	-6
NC1=NC(c2ccc([N+](=O)[O-])cc2)N(c2ccc(F)cc2)C(N)=N1 (centres undefined)	-3	9	0.86	-9	23	0.91	-8	14	-4
CC1(C)Cc2c(cnn2-c2ccccc2)C(NC(=O)CCCN2CCCC2=O)C1 (centres undefined)	-1	4	1	2	23	0.96	-17	-2	-3
COC(=O)CCCC1=CC2=C(c3ccccc3)C(=O)C(C)(OC(=O)C3CCCC3)C(=O)C2=CN1CCN1CCOCC1 (centres undefined)	14	15	0.98	8	2	0.85	18	2	-4
Cc1ccsc1/C=N/NC(=O)c1ccccn1	13	-17	0.97	5	20	1.2	12	3	-7
O=C(O)c1cc(-c2ccccc2)nc2ccccc12	7	2	0.98	0	13	0.98	5	2	1
CCOc1ccc2nc(Cl)c(C3CC(c4ccco4)=NN3S(=O)(=O)c3ccccc3)cc2c1 (centres undefined)	15	17	0.99	2	12	0.83	10	1	14
COc1cccc(C2c3c(oc4ccc(F)cc4c3=O)C(=O)N2CCN2CCOCC2)c1OC (centres undefined)	13	-4	0.97	0	9	1	13	3	-6
COCCN(C(=O)c1sc2ccccc2c1Cl)c1c(N)n(CC(C)C)c(=O)[nH]c1=O	8	-17	1.1	13	10	1.2	34	-6	0
Cc1ccc(SCc2[nH]nc3c2C(C(C)C)C(C#N)=C(N)O3)cc1 (centres undefined)	0	-38	0.63	20	-6	1.4	37	37	-12
CCOc1c(C)cnc2c1c(=O)n(CC(=O)NCC1CCCO1)c(=O)n2C (centres undefined)	8	14	0.97	-6	24	0.86	1	3	-3
O=[N+]([O-])c1ccccc1CN1CCN(S(=O)(=O)c2ccccc2)CC1	12	-19	0.99	-14	11	1.2	-7	0	-5
Cc1cc2cc(CNC(=O)c3ccc(Br)o3)ccc2n1C	4	20	0.92	12	30	0.8	-3	8	4
CCN1CCCC1CNS(=O)(=O)c1cc(Br)cc2c1N(C(=O)C1CC1)CC2 (centres undefined)	-2	1	0.99	0	-8	0.99	3	1	-7
CCOc1cccc(C2/C(=C(/O)c3ccc4c(c3)CC(C)O4)C(=O)C(=O)N2Cc2ccncc2)c1 (centres undefined)	13	-12	0.94	14	18	1.1	-5	6	-4
CC(=O)NC(=S)Nc1ccc(S(=O)(=O)Nc2nc(C)cc(C)n2)cc1	2	7	1	5	6	0.93	7	0	5
COc1ccc(C(CC(=O)O)NC(=O)COc2ccccc2OC)cc1OC (centres undefined)	-10	11	0.95	6	5	0.89	3	5	-1
CCOC(=O)c1cnc(SC)nc1Sc1cc(Cl)ccc1Cl	9	-21	1	28	20	1.2	8	0	0
CC(C)CCNC(=O)C(c1cccs1)N(CC1CCCO1)C(=O)Cn1nnc2ccccc21 (centres undefined)	11	12	0.97	-3	9	0.88	1	3	-4
N#Cc1ccc(CN2CCN(C(=O)c3cc(Cl)c4c(c3)OCCO4)CC2)cc1	12	-2	0.95	-8	13	1	19	5	-2
CCC1CCCCN1CCCNC(=O)c1ccc(N2CCCC2=O)cc1 (centres undefined)	-2	-21	1	-10	11	1.2	-9	-4	-5
COc1ccc(N(C)S(=O)(=O)c2cccc(C(=O)N3CCN(S(=O)(=O)c4ccc(C)cc4)CC3)c2)cc1	13	10	0.88	10	30	0.91	9	12	-17
CCOC(=O)c1c(NC(=O)CN2CCC(C)CC2)sc(C)c1C	-4	4	1.1	8	8	0.96	7	-6	11
COc1ccc(-c2cn[nH]c2-c2ccc(OC)cc2)cc1	35	-35	0.99	16	17	1.4	39	1	-4
NC(=O)c1nn(-c2ccccc2)nc1N	10	-6	1.1	9	17	1.1	13	-11	-7

Following part
SMILES	TIM10 inh	hIAP block	mIAP activ	Apaf1 inhib	NLRP3 yeast inh	hIAP activ	tim10-1 inh	mIAP block	ATG4B inh
Cc1ccc(/C=N/NC(=O)CSc2nc3ccccc3o2)cc1	23	4	1	5	14	0.96	25	-3	-10
COc1ccccc1CN(Cc1nc2ccccc2c(=O)[nH]1)C(=O)Nc1ccccc1C	13	10	1.1	1	-4	0.9	25	-13	-20
CCn1c(CSc2nnc(-c3ccncc3)n2C)nc2cc(C(=O)O)ccc21	-11	-16	0.97	-5	-3	1.2	-1	3	-5
Fc1ccc(C2CC(c3ccccc3)n3ncnc3N2)cc1 (centres undefined)	2	2	1.1	6	3	0.98	13	-6	-1
CCN1CCN(C2CCCCC2NS(=O)(=O)c2ccccc2)CC1 (centres undefined)	-5	-27	0.85	2	8	1.3	2	15	-3
COc1ccc(OC)c(CN(CCCN2CCOCC2)S(=O)(=O)c2ccc(NC(C)=O)cc2)c1	0	-7	1	4	8	1.1	8	-3	-9
O=C(CSc1ccc(-c2cccnc2)nn1)Nc1ccccc1C(F)(F)F	1	-5	0.95	10	5	1.1	6	4	12
COc1ccc(N2CC(C(=O)Nc3ccc(S(=O)(=O)N4CCCC4)cc3)CC2=O)cc1 (centres undefined)	-13	10	1.1	5	25	0.9	11	-6	-4
Cc1ccc(N(C(=O)Cc2cccs2)C(C(=O)NCC2CCCO2)c2ccncc2)cc1 (centres undefined)	10	-8	1.1	3	7	1.1	29	-9	-4
COc1ccc(NC(=O)Cc2nnc(SCC(=O)Nc3nccs3)n2C)cc1	13	-4	0.95	-3	4	1	-14	5	-3
Fc1cccc(Cl)c1-c1nnc2ccc(C(F)(F)F)cn12	4	14	0.88	0	-7	0.86	-17	12	-1
COc1cccc(S(=O)(=O)NCC(=O)N2CCCC2)c1	-9	-13	0.99	5	7	1.1	-10	1	-3
COc1ccc(CCN(C(=O)c2cccc(F)c2)C2CC(=O)N(c3ccc(OC)cc3)C2=O)cc1 (centres undefined)	12	-14	1	10	-3	1.1	19	0	-13
O=C(Nc1ccccc1F)c1ccc(S(=O)(=O)NCC2CCCO2)cc1 (centres undefined)	5	3	0.99	-29	16	0.97	-4	1	-18
CCC(C)NC(=O)Cn1cnc([N+](=O)[O-])c1 (centres undefined)	3	20	1	-38	12	0.8	3	-2	-2
CCC(c1nnc(SCc2nc3ccccc3s2)n1Cc1ccccc1)N(C)C (centres undefined)	41*	-2	1	27	22	1	33	-5	2
O=C(NC(=S)Nc1ccc(CN2CCOCC2)cc1)c1ccc([N+](=O)[O-])cc1Cl	26	1	0.89	6	10	0.99	22	11	-5
CCOC(=O)C1=C(C)NC(=O)NC1c1cccs1 (centres undefined)	3	9	0.89	5	8	0.91	3	11	-8
Cc1occc1C(=O)Nc1ccc2c(c1)CCC2	13	-13	1.1	-2	29	1.1	28	-6	-2
CC(CC(=O)Nc1cccc(Cl)c1)c1ccccc1 (centres undefined)	31	9	1.1	4	4	0.91	33	-14	1
CCOC(=O)N1CCC(Nc2c(NCCCOC)c(=O)c2=O)CC1	10	-11	0.99	-6	20	1.1	-19	0	8
CC(=O)Nc1c2c(nn1-c1ccccc1C)CSC2	-8	12	1	-3	8	0.88	17	0	-6
CCc1cc2c(nc1CC)CCN(CC/C(C)=N/O[C@@H](C)c1cc(-c3c(C)cc(C)cc3C)no1)C2	8	7	0.91	35	6	0.93	10	9	.
O=S(=O)(c1ccccc1S(=O)(=O)N1CCCCC1)N1CCCCC1	3	-5	1	-2	8	1.1	5	-5	-3
O=C(c1ccc(S(=O)(=O)Nc2ccccc2F)cc1)N1CCCC1	4	-4	0.93	-1	-2	1	-3	7	-2
CN(c1ccc(OCC(=O)Nc2cc(Cl)ccc2C(=O)O)cc1)S(=O)(=O)c1ccc(F)cc1	9	2	1	10	5	0.98	1	0	-12
Cc1ccnc(NS(=O)(=O)c2ccc(NC(=O)c3snnc3C)cc2)n1	2	3	0.92	-6	-9	0.97	13	8	-3
COc1cccc(CNC(=O)CN(c2ccc(C(C)C)cc2)S(=O)(=O)c2c(C)noc2C)c1	7	-23	1.3	13	10	1.2	30	-27	22
CN(C)c1ccc(C2CC(=O)NC3=C2C(=O)CC(C)(C)C3)cc1 (centres undefined)	13	1	1	-29	23	0.99	16	-2	-3
COc1ccccc1CN1CC(C(=O)NCc2cccc(C)n2)CCC1=O (centres undefined)	5	3	0.98	2	21	0.97	-13	2	3
